Screening data: PubChem, several laboratories
H9c2 protect – cardioprotection against H2O2-induced cell death, primary screen, uHTS, H9c2 cells, ATPLite luminescence; hit rate 0.63% among 360,000; H9c2 cardiomyocytes, H2O2 injury protection, 2 h; protection from H2O2 cell death, % at 20 µM;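 active means compounds giving at least 50% protection of heart cells from peroxide-induced death in the single-dose screen, raw or plate-pattern-corrected value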;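 further: 0% = DMSO wells with peroxide and 100% = DMSO wells without peroxide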
N-glyco inh – increase of ERlucT glycosylation luciferase signal, primary screen, N-linked glycosylation inhibitor project, D54 ERlucT cells, luminescence, set 2 | reporter increase, % at 12.5 µM | D54 ERlucT glycosylation luciferase reporter, 24 h; percent of 100 nM tunicamycin response | hit rate 0.23% among 360,000 | AID 588692, 2011;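 active means mean luciferase reporter signal, scaled so untreated is 0 and the glycosylation-blocking control 100, at or above a set limit in every replicate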;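 further: luciferase carries N-glycosylation sites so blocking glycosylation raises the light; 0% = median of neutral control wells and 100% = median of 100 nM tunicamycin wells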
ABCB6 inh MLPCN – ABCB6 transporter inhibitors, primary screen, K562-ABCB6 cells, flow cytometry, MLPCN library; ATP-binding cassette sub-family B member 6 (Homo sapiens), Q9NP58; K562-ABCB6 porphyrin accumulation, 1 h; active compounds read low; fluorescence ratio to DMSO, % at 10 µM; hit rate 0.19% among 360,000;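 active means fluorescence ratio to DMSO below 75%, the collection mean minus 3 SD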;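 further: signal is porphyrin accumulated inside mitochondria; 100% equals median channel fluorescence of DMSO control wells; lower ratio means ABCB6 inhibition with less porphyrin fluorescence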
ABHD5-PLIN5 inh – ABHD5-PLIN5 interaction inhibitors, primary screen, cell lysate, split luciferase complementation, luminescence | Split G. princeps luciferase complementation, 4 h | inhibition, % at 4 µM | hit rate 0.78% among 360,000 | AID 602281, 2012;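 active means inhibition above the mean inhibition across every tested compound plus 3 SD, cut at about 22% in these data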;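 further: 0% = DMSO only wells and the 100% control is not disclosed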
MC4R antagonist – MC4R antagonists of cAMP signaling, primary screen, cell-based, TR-FRET, antagonist arm of biased-ligand search; MC4R-expressing cells, MTII-stimulated cAMP, LANCE TR-FRET; hit rate 0.48% among 360,000; inhibition, % at 6.5 µM; AID 540295, 2011;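 active means inhibition above its plate's cutoff, the mean of tested wells on that plate plus 3 SD, cut at about 29% in these data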;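 further: 0% = Melanotan II alone and 100% = Melanotan II plus saturating MCL0020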
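System: U2OS cells stably expressing human melanocortin 4 receptor (MC4R). Reagent: Melanotan II challenge after compound preincubation. Doses: 6.5 µM. Times: 30-min compound, 1-h challenge, 1-h detection, room temperature. Measured by: TR-FRET with Eu-cAMP and labeled anti-cAMP, 671 nm. Replicates: singlicate.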
PDI inh – inhibitors of human PDI, primary screen, biochemical, turbidity, single point, plate reader; PDI insulin aggregation turbidity, A650, 90 min; inhibition, % at 10 µM; hit rate 0.052% among 350,000; AID 588391, 2011;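 active means mean inhibition across replicates of 30% or more, whatever share of single replicates reach that level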;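 further: absorbance from insulin aggregation driven by PDI reduction with DTT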
Target sequence (P07237 whole entry, looked up): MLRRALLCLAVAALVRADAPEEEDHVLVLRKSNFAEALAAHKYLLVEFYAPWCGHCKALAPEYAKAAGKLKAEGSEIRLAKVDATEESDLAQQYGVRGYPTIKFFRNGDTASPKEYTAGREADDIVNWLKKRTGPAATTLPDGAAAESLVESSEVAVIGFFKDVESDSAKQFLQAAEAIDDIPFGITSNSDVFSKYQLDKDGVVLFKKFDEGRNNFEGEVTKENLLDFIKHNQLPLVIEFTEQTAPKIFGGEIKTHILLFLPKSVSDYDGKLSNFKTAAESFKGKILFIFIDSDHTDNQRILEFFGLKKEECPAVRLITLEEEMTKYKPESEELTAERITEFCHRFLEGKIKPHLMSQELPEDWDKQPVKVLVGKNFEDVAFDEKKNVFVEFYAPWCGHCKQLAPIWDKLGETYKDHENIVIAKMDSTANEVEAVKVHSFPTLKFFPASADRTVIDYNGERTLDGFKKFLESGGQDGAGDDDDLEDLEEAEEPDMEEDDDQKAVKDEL
MC4R ag barr – MC4R agonists recruiting beta-arrestin, primary screen, cell-based, luminescence, agonist arm of biased-ligand search; Melanocortin receptor 4 (Homo sapiens), P32245; U2OS MC4R beta-arrestin complementation; percent of melanotan II response, DMSO zero; activation, % at 8.9 µM; hit rate 0.98% among 360,000; AID 540308, 2011;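 active means activation above a per-plate cutoff, the mean activation of sample wells on that plate plus 3 SD, cut at about 8% in these data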
Granule exo inh – LAMP-1 surface exposure blockers, TALL-104 cells – cell-based, flow cytometry, MLPCN library, primary screen; TALL-104 LAMP-1 surface exposure; cells stimulated with thapsigargin and PMA; hit rate 0.66% among 360,000; inhibition, % at 10 µM; AID 651702, 2012;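 active means inhibition above about 55%, limit read from the data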
HTR2A ag – mouse Htr2a agonists via beta-arrestin recruitment, primary screen, cell-based, luminescence; CHO-K1 mHTR2A beta-arrestin complementation; percent of 30 µM serotonin response; activation, % at 7.6 µM; hit rate 0.66% among 360,000;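 active means activation above a run cutoff, the mean activation of all tested compounds plus 3 SD, cut at about 14% in these data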;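 further: 0% = plate median of compound wells and 100% = 30 µM serotonin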
Target sequence (P35363 whole entry, looked up): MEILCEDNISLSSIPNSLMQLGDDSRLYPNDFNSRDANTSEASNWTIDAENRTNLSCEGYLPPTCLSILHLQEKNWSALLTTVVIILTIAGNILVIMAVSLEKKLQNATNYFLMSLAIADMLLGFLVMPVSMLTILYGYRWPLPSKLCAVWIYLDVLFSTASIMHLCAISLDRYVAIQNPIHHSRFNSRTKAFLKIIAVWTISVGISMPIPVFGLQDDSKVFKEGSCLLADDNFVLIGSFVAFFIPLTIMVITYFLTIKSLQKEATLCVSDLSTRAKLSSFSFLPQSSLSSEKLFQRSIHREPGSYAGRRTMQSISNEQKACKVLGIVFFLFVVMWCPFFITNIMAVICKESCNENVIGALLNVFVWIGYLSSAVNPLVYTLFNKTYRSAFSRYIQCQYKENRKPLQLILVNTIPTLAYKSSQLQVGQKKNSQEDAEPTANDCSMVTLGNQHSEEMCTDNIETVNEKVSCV
CaV13 FRET inh – Disruptors of the CACNA1D IQ motif to Ca2+-dependent inactivation inhibitor domain association, primary screening, Förster resonance energy transfer in intact living … | HEK cells, CFP/YFP FRET ICDI-IQ, plate reader, 10 min; percent FRET-ratio fall versus neutral wells | inhibition, % at 12.3 µM | hit rate 0.098% among 340,000 | AID 743397;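 active means mean replicate inhibition of at least 30% and at least 1% of replicates passing that level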;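 further: 0% = median of the neutral control wells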
* hit, by the source's call; · = not tested or not shown; & = joins results of further samples. Compounds were not picked by outcome (roughly 4.2% active in at least one column).

SMILES	H9c2 protect	N-glyco inh	ABCB6 inh MLPCN	ABHD5-PLIN5 inh	MC4R antagonist	PDI inh	MC4R ag barr	Granule exo inh	HTR2A ag	CaV13 FRET inh
COC(=O)CSC1=C(C#N)C(c2cccc(OC)c2)CC(=O)N1 (centres undefined)	-12	4	104	-2	11	-3	-0.6	-1	2	-5
Cc1ccc(S(=O)(=O)NCCN2CCOCC2)c(C)c1C	-4	5	101	-4	9	6	1.2	2	1	-5
COCCCn1c(=O)c2sccc2n2c(CCCC(=O)NCc3ccc(F)cc3)nnc12	9	2	95	-3	10	2	-1.9	-2	-4	-7
COc1ccc(C(=O)CSc2nnc(COc3ccccc3)n2Cc2ccco2)cc1	-2	-2	95	2	7	5	-0.9	-1	-3	·
Cc1ccccc1OCCC(=O)OCC(=O)Nc1ccc(C(N)=O)cc1	-1	1	100	0	6	-2	-2.5	-7	-6	1
COc1ccc2[nH]c(C)c(C(=O)CN3CC(C)OC(C)C3)c2c1 (centres undefined)	18	3	96	3	5	-8	-1.9	2	0	·
O=C(CCNC(=O)c1ccc([N+](=O)[O-])cc1)Nc1ccccc1N1CCCC1	2	2	101	0	12	0	-2.7	1	-4	-5
O=C(CCN1C(=O)C2C3C=CC(C3)C2C1=O)Nc1ccccc1 (centres undefined)	11	1	96	-1	-7	6	1.3	1	1	-16
CCOC(=O)CSc1n[nH]c(NS(=O)(=O)c2ccccc2C(F)(F)F)n1	-8	-1	97	2	8	15	1.9	-3	-2	-4
CCOc1cc(/C=N/NC(=O)c2cc3c(ccc4ccccc43)o2)ccc1O	40	3	97	9	11	2	4.0	11	-11	-3
CS/C(=N\S(=O)(=O)c1cccs1)Nc1ccc(Br)cc1F	-6&-1	1&1	98&95	3&-9	0&3	-4&6	-1.0&0.2	0&10	-2&-9	-4&-4
O=C(CCC(=O)OCc1ccc(C(=O)Oc2ccc(Cl)cc2)cc1)Nc1ccccc1	-5	4	105	0	1	4	9.6*	1	-3	-3
COc1cccc(-c2nn(C)c3sc(C(=O)N4CCOCC4)cc23)c1	32	1	101	0	11	0	0.1	7	3	-6
COc1ccc(OC)c(NC(=O)C2CCC(CNc3c(N4CCOCC4)c(=O)c3=O)CC2)c1 (centres undefined)	4	0	102	1	4	4	2.3	6	5	-7
COc1cccc(C(=O)N(Cc2ccc(N(C)C)cc2)C2CCS(=O)(=O)C2)c1 (centres undefined)	-12	1	101	-3	1	3	-2.3	2	0	-4
CCCCC(=O)Nc1ccc(Cl)cc1F	6	3	101	-3	7	7	0.5	-2	17*	-6
CC(=O)c1cnc2c(-c3ccc(Cl)cc3)cnn2c1C	-16	1	89	9	0	3	1.0	6	12	-5
COc1ccc(N2CCN(C(=O)COC(=O)/C=C/c3ccc(C(F)(F)F)cc3)CC2)cc1	-6	0	94	10	6	-2	-1.8	7	2	-14
CCOC(=O)c1oc2cc(C)cc(O)c2c(=O)c1-c1csc(C)n1	-3	1	97	-4	0	3	-0.1	-4	-3	-5
O=Cc1ccc(-c2cc(Cl)ccc2Cl)[nH]1	-1	1	105	-6	1	0	-1.1	-2	-3	-5
O=C(COC(=O)c1cnc(Cl)c(Cl)c1)NCc1ccc2c(c1)OCO2	-3	2	100	0	23	4	-2.0	0	6	-3
COC(=O)C(C)Oc1cc(OC(C)C(=O)OC)c2c(C)c(Cl)c(=O)oc2c1 (centres undefined)	29	7	97	-3	9	-11	-1.6	33	2	-4
CN(C)/C=C/C(=O)c1ccc(Br)s1	4	-2	104	7	17	4	1.3	-4	7	-6
CCOC(=O)c1cnc2c(C)c(C)ccc2c1NCCN1CCOCC1	-4	6	95	3	4	1	0.5	0	-2	-2
COc1ccc(S(=O)(=O)N(C)C2CCN(C)CC2)cc1	4	0	99	-2	2	·	0.1	-2	-6	-2
CCOc1ccc(NC(=O)c2ccc3c(=O)n4c(nc3c2)CCCCC4)cc1	-2	-2	99	-8	15	-1	0.5	-9	-4	-7
CCc1nc2c(OCC(=O)c3ccc(Cl)cc3Cl)cccn2c1N(C=O)Cc1ccc(OC)cc1	-8	-3	99	4	16	7	2.8	-4	0	-6
CCCCCCn1nc(C(=O)OCC(=O)c2c(N)n(C)c(=O)n(C)c2=O)c2ccccc2c1=O	38	3	95	-3	9	5	1.5	4	2	-6
COc1cccc2cc(C(C)N(CCCN3CCOCC3)C(=O)Nc3ccccc3)oc12 (centres undefined)	12	0	100	6	3	2	-0.7	2	-6	-5
COc1ccc2nc(N3C(=O)C(O)=C(C(=O)c4ccco4)C3c3ccc(C)o3)sc2c1 (centres undefined)	-1	-2	112	8	0	-9	-2.0	-4	1	-10
Cc1ccc(C(=O)N(CCc2ccccc2)Cc2ccccc2)cc1S(=O)(=O)N1CCOCC1	34	-5	93	9	6	-4	-1.1	-2	-1	-5
CCOc1ccccc1OCC(=O)NNC(=O)Cn1cnc2c1c(=O)n(C)c(=O)n2C	-1	-1	101	-9	14	-2	-1.9	-2	1	-5
Cc1ccc(NS(=O)(=O)c2cccc(C(=O)O)c2)cc1S(=O)(=O)N1CCCCC1	-3	5	97	4	22	-2	-0.2	4	1	-7
COc1ccc(C(=O)N/N=C\C(C)=C\c2ccccc2)cc1OC	0	8	90	5	-2	-2	-1.7	-1	9	-2
O=C(NCc1ccco1)c1cccc(C(F)(F)F)c1	-5	5	101	3	8	2	-1.7	3	-5	3
CCOc1ccccc1Nc1nc(N2CCCC2)nc(N2CCOCC2)n1	1	-6	103	6	11	0	-0.6	-2	3	-4
COc1cccc(Nc2nc(-c3sc(C)nc3C)cs2)c1	4	1	95	-3	29*	7	0.7	10	-3	-5
CCc1ccc(N2CC(C(=O)Nc3cc(C)on3)CC2=O)cc1 (centres undefined)	6	0	85	4	-3	9	2.4	-4	12	-7
Cc1ccc(NC(=S)NNC(=O)CSc2nc3ccccc3c(=O)n2-c2ccc(C)cc2)cc1	-2	2	96	-15	8	8	-1.5	0	5	-6
CCOc1ccc(/C=N/NC(=O)c2nnn(-c3nonc3N)c2COc2ccc(F)cc2)cc1	15	0	97	-4	-5	11	0.6	-4	11	-5
CCCc1cc(=O)[nH]c(SCC(=O)Nc2ccc(S(=O)(=O)N3CCCC3)cc2)n1	2	1	101	1	9	4	-1.2	-8	6	-5
O=S(=O)(c1cccc2cccnc12)N1CCN(Cc2ccc3c(c2)OCO3)CC1	-3	0	99	3	10	1	2.0	0	2	-5
Cc1cc(C)c(C)c(S(=O)(=O)NC2CCN(Cc3ccccc3)CC2)c1C	-8	-2	96	10	0	2	0.5	3	-1	-1
CCOC(=O)Cc1csc(NC(=O)CN2CCOCC2)n1	4	2	91	0	0	15	-0.9	2	0	-4
COCC(C)N=CC1=C(O)CC(C)(C)CC1=O (centres undefined)	3	2	105	0	9	-1	1.3	11	-3	-5
CS(=O)(=O)N(CCc1ccccc1)CC(=O)NCc1ccccc1	6	4	96	-6	0	-1	-3.3	-2	-1	-2
Cc1noc(C)c1NC(=O)Nc1ccc2c(c1)C(=O)N([C@H](C)CO)C[C@H](C)[C@H](CN(C)C)O2	13	1	99	-1	4	-5	-0.5	3	4	-6
Cn1c(SCC(=O)NCc2ccc3c(c2)OCO3)nc2scc(-c3cccs3)c2c1=O	-4	4	89	7	1	2	-0.4	0	7	·
Cn1cc(C(=O)NC2CCCCCC2)c(=O)c2cc(S(=O)(=O)N3CCCC3)ccc21	8	7	92	-7	2	1	-0.1	2	-5	-3
CCOC(=O)N1CCN(Cc2nc(N)nc(Nc3ccc(C)cc3)n2)CC1	-1	3	98	1	-1	-2	-2.7	4	-3	-4
N#Cc1ccccc1NC(=O)C1CC(=O)N(c2ccc3c4c(cccc24)CC3)C1 (centres undefined)	2	-1	93	0	10	4	-1.6	-3	-1	-3
CSc1nc(-c2ccccc2)nc(N2CCN(C)CC2)c1C(C)=O	5	-2	94	9	-3	-8	-0.4	1	-7	-3
COc1ccc(NC(=O)C2(C)Cc3c(-c4ccc(C(N)=O)cc4)ccnc3O2)cn1 (centres undefined)	14	1	97	-1	1	2	-0.8	-6	-2	-6
N/C(=N/OCc1cccc([N+](=O)[O-])c1)c1nonc1N	-4	0	97	0	2	12	-1.8	0	0	-3
COc1ccc(-c2coc3c(C(=O)NCCN(C)C)cccc23)c(C)c1	-2	-2	101	8	-3	7	-1.7	-5	-9	-7
O=C(CSc1ccccc1Cl)c1ccco1	12	0	90	9	3	8	-0.2	13	-2	-5
CCO[C@@H]1OC(C(=O)NCc2ccccc2)=C[C@H](c2ccccc2)[C@H]1CCCO	2	-1	94	9	5	-8	-0.4	-12	-2	-11
CC1(C)S/C(=N/N=C/c2ccco2)NC1=O	3	4	101	5	0	-7	-1.1	-1	-2	-9
CCOC(=O)[C@H]1[C@H]2COc3ccc(OC)cc3[C@H]2N2C(=O)CN(Cc3ccccc3)C(=O)[C@@]12C	5	4	96	-2	1	5	0.7	2	1	-3
Cn1c(CN2CCCC2)nc2cc(NC(=O)Nc3ccccc3)ccc21	6	-3	100	2	-1	1	5.1	-2	-4	-8
New compounds follow.
SMILES	H9c2 protect	N-glyco inh	ABCB6 inh MLPCN	ABHD5-PLIN5 inh	MC4R antagonist	PDI inh	MC4R ag barr	Granule exo inh	HTR2A ag	CaV13 FRET inh
COC(=O)c1cc2ccsc2n1Cc1cccc(F)c1	-5	-1	103	-8	3	1	2.0	-3	-4	-5
COc1ccc(C(C)(C)C)cc1NC(=O)C1=CC=CN2CCS(=O)(=O)N=C12	15	1	97	0	6	-10	0.9	-6	4	-6
Cc1noc(C)c1C(=O)OCC(=O)c1cc(C)n(Cc2ccccc2Cl)c1C	2	-3	90	0	2	8	-0.4	1	0	-4
N#Cc1ccccc1NC(=O)CN1C(=O)NC2(CCCC2)C1=O	0	1	101	-8	19	3	1.9	-6	-1	-4
O=C(NC1(C(F)(F)F)N=C(c2ccccc2)NC1=O)c1ccc(Cl)cc1Cl (centres undefined)	-1	-1	101	-4	2	-7	-0.7	0	7	-8

Molecules above with bromine, in the order listed:
SMILES	H9c2 protect	N-glyco inh	ABCB6 inh MLPCN	ABHD5-PLIN5 inh	MC4R antagonist	PDI inh	MC4R ag barr	Granule exo inh	HTR2A ag	CaV13 FRET inh
CS/C(=N\S(=O)(=O)c1cccs1)Nc1ccc(Br)cc1F	-6&-1	1&1	98&95	3&-9	0&3	-4&6	-1.0&0.2	0&10	-2&-9	-4&-4
CN(C)/C=C/C(=O)c1ccc(Br)s1	4	-2	104	7	17	4	1.3	-4	7	-6
